Screening results from PubChem BioAssay.
TAAR1 agonist: agonists of human TAAR1. CHO RD-HGA16 TAAR1, Fluo-8 calcium fluorescence; vehicle wells 0%, saturating PEA agonist 100%. AID 624467. hit rate 0.99% among 360,000. Q96RJ0. activation, % at 3 µM;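 active = activation above the mean activation of all test compounds in the run plus 3 SD, cut at about 38% in these data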
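Test system: RD-HGA16 (CHO) cells co-expressing Gα16 and hTAAR1 | Doses: Single dose, 3 µM | Schedule: 17-24 h seeding, 75 min 37 °C dye, 30 min RT | Evaluation: % activation from peak over basal fluorescence ratio, DMSO-to-PEA scaled | Technique: Kinetic Fluo-8 calcium fluorescence | Benchmarks: Low control DMSO, high control PEA (EC100)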
CHRM1 agonist: agonists of human M1 muscarinic receptor. activation, % at 3 µM. AID 588814. CHO-K1 hM1, Fluo-8 calcium fluorescence, agonist mode; 0% DMSO, 100% acetylcholine EC100. hit rate 0.33% among 360,000;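 active = activation above the run's mean compound activation plus 3 SD, cut at about 16% in these data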;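 note: peak over basal fluorescence ratio within a 140 s kinetic read after compound addition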
Target sequence (P11229 whole entry, looked up): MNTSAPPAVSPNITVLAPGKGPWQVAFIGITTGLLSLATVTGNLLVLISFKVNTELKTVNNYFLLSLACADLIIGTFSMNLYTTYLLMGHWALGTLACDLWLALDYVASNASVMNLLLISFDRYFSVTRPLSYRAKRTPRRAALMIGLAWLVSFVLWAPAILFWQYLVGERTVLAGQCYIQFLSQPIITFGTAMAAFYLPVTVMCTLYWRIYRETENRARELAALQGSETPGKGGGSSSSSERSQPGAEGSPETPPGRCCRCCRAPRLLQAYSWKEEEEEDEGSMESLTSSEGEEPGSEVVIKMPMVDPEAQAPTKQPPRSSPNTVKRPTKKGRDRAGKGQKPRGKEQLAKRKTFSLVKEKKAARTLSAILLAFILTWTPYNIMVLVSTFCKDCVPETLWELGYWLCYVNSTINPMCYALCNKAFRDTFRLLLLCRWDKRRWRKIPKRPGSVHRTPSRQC
M1 ag parental: nonselective activator or artifact in parental CHO-K1 cells. hit rate 0.48% among 360,000. Fluo-8 calcium fluorescence; scaled to maximal ATP response, vehicle zero. AID 602248. activation, % at 3 µM; in the data active = activation above about 15%;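 note: untransfected CHO-K1 host cells lacking M1 receptor as counterscreen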
CHO parental Ca: counter-screen: ATP calcium response change in parental CHO cells | AID 463079 | hit rate 0.63% among 330,000 | parental CHO-K1, ATP-induced calcium, Fluo-8 fluorescence | inhibition, % at 5.6 µM;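 active = inhibition above that plate's mean sample inhibition plus 3 SD, cut at about 26% in these data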;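 note: 0% = ATP-challenged DMSO wells and 100% = DMSO wells without ATP; some compounds past the cut are filed as inactive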
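Test system: parental CHO cells; detection: calcium-sensitive Fluo-8 fluorescence; evaluation: percent inhibition of calcium signal; also added: ATP as calcium-mobilizing challenge; repeats: one well per compound; control set: ATP-challenged DMSO wells low, unchallenged DMSO wells high; compound: single nominal dose of 5.6 µM per compound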
OXTR potentiator: potentiators of human oxytocin receptor; CHO-OTR cells, Fluo-8 calcium fluorescence, potentiator mode; 0% = oxytocin EC15, 100% = EC100; P30559; hit rate 0.061% among 320,000; activation, % at 3 µM; AID 2445;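 active = activation above that plate's cutoff, the mean activation of tested compounds plus 3 SD, cut at about 6.6% in these data, passing the limit was not always enough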;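 note: 100% uses oxytocin at 75 nM as the full agonist control; some results filed as inactive read as strong as hits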
Target sequence (P30559 whole entry, looked up): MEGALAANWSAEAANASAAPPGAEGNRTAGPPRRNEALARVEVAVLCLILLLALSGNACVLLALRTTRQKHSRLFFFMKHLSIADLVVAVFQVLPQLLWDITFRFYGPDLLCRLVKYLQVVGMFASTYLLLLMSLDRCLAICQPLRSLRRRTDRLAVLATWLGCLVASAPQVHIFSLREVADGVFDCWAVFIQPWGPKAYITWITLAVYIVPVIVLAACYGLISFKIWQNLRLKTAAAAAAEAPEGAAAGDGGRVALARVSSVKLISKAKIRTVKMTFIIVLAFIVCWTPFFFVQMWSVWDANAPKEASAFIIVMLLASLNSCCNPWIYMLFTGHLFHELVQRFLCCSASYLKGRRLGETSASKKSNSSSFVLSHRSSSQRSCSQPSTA
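Measured by – Fluo-8 calcium dye fluorescence · Test system – human OTR in CHO cells · Dosing – one concentration, 3.0 µM compound · Controls – EC15 oxytocin alone as 0%, 75 nM oxytocin as 100% · Evaluation – normalized max/min fluorescence ratio, % activation · Timing – 6 min pre-incubation, 100 s read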
CHRM1 antagonist: blocks human M1 muscarinic receptor; CHO-K1 hM1, Fluo-8 calcium fluorescence, ACh EC80 antagonist; hit rate 1.3% among 360,000; AID 588852; inhibition, % at 3 µM;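 active = percent inhibition above its own plate's cutoff, namely the mean of that plate's compound wells plus 3 SD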;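 note: peak over basal fluorescence ratio during 140 s after agonist addition; 0% = ACh EC80 plus DMSO and 100% = DMSO alone without agonist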
CHO-K1 Ca PAM: counter-screen for M1 PAMs: effect in parental CHO-K1 cells; ATP EC20, Fluo-8 calcium fluorescence; 0% at ATP EC20, 100% at ATP max; activation, % at 3 µM; hit rate 0.02% among 360,000; AID 602247;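 active = activation above the run cutoff, the mean activation of all test compounds plus 3 SD, cut at about 40% in these data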;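 note: peak over basal fluorescence ratio in a 140 s read after ATP addition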
CHO-K1 Ca antag: counter-screen for M1 antagonists: effect in parental CHO-K1 cells | ATP-induced calcium, Fluo-8 fluorescence | inhibition, % at 3 µM | hit rate 0.6% among 360,000 | AID 602250;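 active = inhibition above a per-plate cutoff, the plate's mean sample inhibition plus 3 SD, cut at about 24% in these data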;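 note: 0% = DMSO plus EC80 ATP and 100% = DMSO alone without ATP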
TAAR1 antag: human TAAR1 antagonism | Q96RJ0 | CHO RD-HGA16 TAAR1, Fluo-8 calcium fluorescence, antagonist | inhibition, % at 3 µM | hit rate 1.5% among 360,000 | AID 624466;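 active = inhibition above a per-plate cutoff, the mean inhibition of test compounds on that plate plus 3 SD, cut at about 49% in these data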;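 note: 0% = DMSO plus EC80 beta-PEA response and 100% = DMSO alone without agonist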
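Test system: RD-HGA16 CHO cells with stable hTAAR1 and Gα16 / Probe or stimulus: EC80 β-phenethylamine stimulus / Times: seeding 17-24 h prior, 75-min 37 °C, 30-min RT dye loading / Detection: Fluo-8 calcium-sensitive fluorescence / Read-out basis: % inhibition scaled between DMSO and EC80 PEA controls / Repeats: singlicate, one well per test compound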
Numbers without * were called inactive; nt = no result given.

SMILES	TAAR1 agonist	CHRM1 agonist	M1 ag parental	CHO parental Ca	OXTR potentiator	CHRM1 antagonist	CHO-K1 Ca PAM	CHO-K1 Ca antag	TAAR1 antag
N=C(N)c1ccc(N=Nc2c(O)ccc3c2[nH]c2ccccc23)cc1	2	-6	0.1	nt	nt	-13	15	-13	-9
COc1ccccc1/C=C/C(=O)OCC(=O)N1CCCCC1	3	-3	0.6	-13	-7	-14	14	5	-9
COc1ccc(OC)c2c1C(=O)c1ccccc1C2=O	0	nt	nt	10	-16	nt	nt	nt	-8
O=C(CSCc1ccccc1Cl)NN=C1CCCCCC1	7	-3	1.6	-11	-17	7	12	-2	-14
Cc1c(C)c2ccc(OCC(=O)Nc3cccnc3)cc2oc1=O	1	-1	1.3	-4	-5	1	5	-16	4
CS(=O)(=O)N1CCCC(C(=O)Nc2ccccc2)C1 (configuration not stated)	4	-7	0.0	-7	-6	-12	7	-2	-15
CCCN=C1N(C)C[C@@H]2[C@@H]3C(=O)N(C)C(=O)[C@@H]3[C@](CC)(C(=O)OC)N12	1	-6	1.7	-8	nt	-13	22	-9	-16
CCS(=O)(=O)c1ccc2oc(SCC(=O)N3CCCCC3)nc2c1	1	-2	3.0	-4	-17	-8	11	-18	-21
COc1cc(C2NC(=O)NC(C)=C2C(=O)OCc2ccc(C)cc2)cc(OC)c1O (configuration not stated)	7	-1	0.9	-4	-1	-3	-10	6	-2
O=C(COC(=O)c1cccc(Br)c1)NCC1CCCO1 (configuration not stated)	1	-4	1.0	-7	-7	-19	18	-13	-18
O=C(Nc1ccc([N+](=O)[O-])cn1)c1cc(-c2cccc(Cl)c2)nc2ccccc12	1	-5	0.6	-13	-4	2	14	-4	-12
CS(=O)(=O)c1sc2nc(-c3cccs3)cc(-c3ccccc3)c2c1N	4	-3	0.6	-9	-5	-2	5	-1	31
COc1ccc(NC(=O)C[C@H]2C(=O)N(c3ccc(OC)cc3)C[C@@H]2CSC)cc1	1	-2	0.7	nt	nt	-15	-1	4	8
Cc1nnc(N2CCCCC2)c2ccccc12	10	-4	0.2	-14	6	-3	18	-10	-9
Brc1ccc(-c2noc(-c3ccccn3)n2)o1	0	-4	2.9	-3	2	-5	18	-11	-6
O=C(CSc1nc(-c2ccco2)cc(C(F)(F)F)n1)NN1CCOCC1	2	-4	2.4	9	-3	8	21	2	-2
Cc1nc(N)nc(N(C)c2ccccc2)c1Br	8	-1	2.7	nt	nt	-16	15	-16	18
CCCCOc1ccc(C(=O)NNC(=S)NC(=O)CC)cc1	nt	7	8.4	-1	4	-3	12	6	nt
Cc1ccccc1OCC(=O)NCCNC(=O)c1ccncc1	-1	-4	0.7	-8	-2	3	15	-9	-12
Oc1cc(-c2ccccc2)c2ccccc2c1	5	-9	1.2	7	-8	-1	23	-14	10
O=C(c1ccoc1)N1CCCC(CO)(CCCc2ccccc2)C1 (configuration not stated)	1	-3	0.3	-23	-5	4	16	-5	-34
CCOc1ccc(S(=O)(=O)N2CCC(C(=O)NCc3cccnc3)CC2)cc1Cl	-3	-9	-0.4	-11	-7	-4	-7	-7	2
Cc1ccc(O)c(NC(=O)CSc2n[nH]c(-c3ccccc3)n2)c1	7	4	12	13	-16	13	-14	2	-7
CC(C)CCNC(=O)C(c1ccncc1)N(Cc1cccs1)C(=O)Cn1nnc(-c2ccc(F)cc2)n1 (configuration not stated)	1	-4	-0.9	-20	1	-31	12	-8	8
Fc1ccc(Sc2cc(Cl)c(-c3ccccc3)nn2)cc1	15	-9	-0.3	-5	-8	-22	8	-3	20

Further entries follow.
SMILES	TAAR1 agonist	CHRM1 agonist	M1 ag parental	CHO parental Ca	OXTR potentiator	CHRM1 antagonist	CHO-K1 Ca PAM	CHO-K1 Ca antag	TAAR1 antag
O=[N+]([O-])c1ccc(Nc2ccccc2)c2nonc12	6	6	12	16	-9	-1	-5	-8	10
CCNc1cc(Nc2c(C)n(C)n(-c3ccccc3)c2=O)c([N+](=O)[O-])c2nonc12	0	-2	0.6	-2	1	-16	15	-15	11
OCC1(Cc2cccc(C(F)(F)F)c2)CCN(Cc2cc3ccccc3o2)CC1	6	-5	1.4	-27	-6	0	6	-10	-4
O=C(NCC(c1ccco1)N1CCN(c2ccccc2F)CC1)OCc1ccccc1 (configuration not stated)	0	-1	0.5	-23	-10	-4	22	-7	3
Cc1ccc(C(=O)CN2/C(=C(\O)c3ccccc3)C(=O)c3ccccc3S2(=O)=O)c(C)c1	nt	-5	-0.1	-16	-11	3	16	3	nt
COCC(O)CSc1nc(C)[nH]c1[N+](=O)[O-] (configuration not stated)	nt	-5	1.1	-2	-3	-7	28	-13	nt
Cc1cc(C(=O)CSc2nc3ccccc3n2C)c(C)n1C	7	-1	1.0	-14	-1	-7	4	-8	10
Cc1ccc(SC(=O)c2c(C)noc2-c2cc(C)on2)cc1	0	-1	-0.2	-2	5	-18	5	-4	-26
N#Cc1ccc(NC(=O)COC(=O)C2=COCCO2)cc1	8	0	0.4	-10	-17	-14	9	-9	7
Cn1cccc1C(=O)OCC(=O)NCc1cccs1	0	-3	0.3	-9	0	-2	-2	-6	16
COc1ccc(C(=O)NC2CCCCC2)cc1S(=O)(=O)N1CCCC1	1	1	0.2	-6	-4	-11	7	2	-1
Cc1nn(-c2ccccc2)nc1CNC(=O)C(C)Cc1ccccc1 (configuration not stated)	1	-3	0.1	-23	-10	3	8	-14	2
CN(CC(=O)Nc1ccccc1Cl)C(=O)C1CSC2(C)CCC(=O)N12 (configuration not stated)	0	-3	0.0	0	-5	-5	3	-10	-5
CCOC(=O)C1=CCN(S(=O)(=O)c2ccccc2Br)C1c1ccc(F)cc1 (configuration not stated)	0	-9	0.8	nt	nt	0	4	13	9
C=C1CCC(OC(C)=O)C2(C)CCC3C(C)C(=O)OC3C12O (configuration not stated)	2	-4	0.3	-1	-12	-3	-5	-6	-5
COCCn1c(=O)[nH]c2cc(C(=O)Nc3cccc(C(C)=O)c3)ccc2c1=O	nt	-3	1.5	5	-6	0	-5	-11	nt
O=C(Nc1ccccc1C(=O)NCc1ccco1)c1ccco1	7	-4	1.3	-14	-4	-6	9	-1	9
CCN1C(=O)[C@H]2[C@@H](c3ccc(-c4cc(C(C)=O)cs4)cc3)N[C@@](Cc3ccccc3)(C(=O)OC)[C@H]2C1=O	14	-3	1.6	-11	-5	0	19	-14	13
COc1c(OC(C)=O)ccc(/C=C/c2ccc3ccccc3n2)c1[N+](=O)[O-]	9	-3	6.5	-7	-12	2	18	-13	17
C[C@H](CO)N1C[C@H](C)[C@@H](CN(C)C(=O)Nc2ccc(C(F)(F)F)cc2)Oc2ccc(NC(=O)Nc3ccc4c(c3)OCO4)cc2C1=O	3	-2	-0.3	0	-1	-9	1	-10	-31
COc1ccc(C2=NOC(Cn3nc(-c4ccccc4)cc3C(=O)NCc3cccc(Br)c3)C2)cc1 (configuration not stated)	16	-6	-0.3	10	-7	-5	7	0	12
Cc1nn(C(=O)c2nn(C)cc2[N+](=O)[O-])c(C)c1Br	8	-8	-0.1	-1	-8	3	-8	2	-1
COc1ccc(C(C)=O)cc1CSCc1cc(C(C)=O)ccc1OC	3	-5	0.6	-19	-3	0	-17	1	14
COCCC(=O)N1CCC(Oc2ccc(C(=O)N3CCC(N(C)C)C3)cc2)CC1 (configuration not stated)	4	-3	0.5	-10	-6	-9	8	-22	-8
O=C(NCCCn1ccnc1)c1csc2ccccc12	4	-7	0.6	-10	-7	-9	24	-14	-4

Additional entries follow.
SMILES	TAAR1 agonist	CHRM1 agonist	M1 ag parental	CHO parental Ca	OXTR potentiator	CHRM1 antagonist	CHO-K1 Ca PAM	CHO-K1 Ca antag	TAAR1 antag
O=S1(=O)N=C(N/N=C/c2cccs2)c2ccccc21	2	0	0.2	0	-14	-8	12	-13	4
CC1CN(C(=O)CN2C(=O)NC(C)(c3ccccc3)C2=O)CC(C)O1 (configuration not stated)	15	-3	2.1	-3	-8	-9	25	-34	-4
Cc1ccc(-c2nnn(CC(=O)NCC3CC3)n2)o1	1	-1	0.7	-11	-8	-10	7	-17	8
Cc1cccc(C(=O)OCC(=O)N2c3ccccc3CC2C)c1C (configuration not stated)	3	-2	4.7	nt	nt	21	-10	6	46
C=CCOC(=O)C(C#N)c1nc2ccccc2nc1N1CCN(Cc2ccccc2)CC1 (configuration not stated)	21	-7	0.4	-15	-11	-24	-5	9	12
COCCNC(=O)Cn1nc(C(F)(F)F)c(Cl)c1C	10	-2	-0.2	6	0	-1	0	6	-9
CC1CN(CCCCOc2ccc(Cl)c3ccccc23)CC(C)O1 (configuration not stated)	-1	-8	0.2	-16	-19	-2	13	-6	-25
CCCc1cc(=O)oc2cc(OCc3ccc(OC)cc3)c(Cl)cc12	2	-5	0.1	-5	-8	-10	17	-1	3
COc1ccccc1CC(=O)OCC(=O)N1CCN(c2ccc(F)cc2)CC1	0	-1	2.2	-13	-8	1	8	-10	5
O=C(NCC1CCCO1)C1CCCN(S(=O)(=O)c2cc(Cl)ccc2Cl)C1 (configuration not stated)	4	-1	3.2	-9	-4	-6	6	1	-8
CNC(=S)NNC(=O)c1cccn(Cc2ccccc2)c1=O	1	-15	-0.1	-8	6	-8	12	-4	8
Nc1cccc(CN2CCCC2)c1	-1	2	0.5	1	-2	-8	18	-8	7
COCCN(Cc1nc(-c2ccc(C(F)(F)F)cc2)no1)C(C)C	10	-7	1.3	-3	2	-7	15	4	-10
CNC(=O)c1sccc1SCc1ccc(Cl)cc1Cl	13	-3	1.2	-12	-9	7	10	-11	15
C[C@@H](NC(=O)c1nc[nH]c1C(=O)N(C)Cc1ccccc1)c1ccccc1	0	-4	0.0	-15	-5	-4	4	-16	-10
O=C(NN=C1CCCC1)c1ccccc1OCCOc1ccccc1	8	-3	0.3	-22	-6	-1	13	-16	17
